M. tuberculosis HTS = M. tuberculosis growth inhibition, HTS (AID 449762); M. tuberculosis H37Rv growth inhibition, 7H9 media; higher % means a stronger effect; inhibition, % at 25 µM; hits with a dose series show IC50 in µM; hit rate 0.59% among 330,000; in the data active means a potency from the dose series; inconclusive means inhibition above about 70% without an active follow-up result;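 further: bacterial growth assessed after seven days of incubation; strong numbers were not always called active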
VEEV TC-83 Vero = inhibitors of VEEV TC-83 cytopathic effect, confirmation, Vero cells (AID 588727); inhibition, % at 20 µM; hits with a dose series show IC50 in µM; hit rate 0.13% among 350,000; Vero cells, VEEV TC-83 cytopathic effect inhibition; higher % means a stronger effect; in the data active means a potency from the dose series; inconclusive means inhibition mostly from about 14% at the one dose, without a potency; inactive means the rest, 99 in 100 with inhibition below about 12%; further: strong numbers were not always called active
M. tuberculosis = growth inhibition of non-replicating M. tuberculosis (AID 488890); Mycobacterium tuberculosis non-replicating, growth inhibition; higher % means a stronger effect; one-dose inhibition, % at 25 µM; IC50 in µM for titrated hits; hit rate 0.39% among 320,000; in the data active means a potency from the dose series; inconclusive means inhibition mostly from about 82% at the one dose, without a potency; inactive means the rest, 99 in 100 with inhibition below about 76%;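 further: plate controls were DMSO cells for no effect and high antibiotic wells for full effect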
H1N1 NS1A inhibition = H1N1 influenza NS1A inhibitors, functional cell based assay (AID 504329); one-dose inhibition, % at 12.5 µM; IC50 in µM for titrated hits; NS1A functional cell-based assay, percent inhibition; higher % means a stronger effect; hit rate 0.3% among 340,000; in the data active means a potency from the dose series; inconclusive means inhibition above about 27% without an active follow-up result; further: strong numbers were not always called active
PhoP GFP inhibition = PhoP regulon inhibitors, Salmonella typhi PhoP promoter GFP reporter, confirmatory (AID 1850); Salmonella Typhi PhoP-promoter GFP reporter, fluorescence, 4 h; higher % means a stronger effect; one-dose inhibition, % at 50 µM; IC50 in µM for titrated hits; hit rate 0.33% among 310,000; in the data active means a potency from the dose series; inconclusive means inhibition mostly from about 25% at the one dose, without a potency; inactive means the rest, 99 in 100 with inhibition below about 19%;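 further: 0% = induced wells with vehicle and 100% = uninduced wells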
An asterisk follows results filed as active; i = inactive; ? = inconclusive; . = not tested or not shown; & = joins results of further samples.

SMILES | M. tuberculosis HTS | VEEV TC-83 Vero | M. tuberculosis | H1N1 NS1A inhibition | PhoP GFP inhibition
CC(C)OC(=O)C1C(=O)CC(C)(O)C(C(=O)OC(C)C)C1c1ccccc1 (centres undefined) | -1% | 1.2% | -13% | 4% | 0%
Cc1ccc(S(=O)(=O)N2CCCN(Cc3nc4ccccc4c(=O)[nH]3)CC2)cc1 | . | 4.2% | . | -2% | .
CCOc1ccc(C(C(=O)Nc2ccc(F)cc2)N(C(=O)Cn2nnc3ccccc32)C2CC2)cc1 (centres undefined) | 13% | i | 25% | -4% | 11%
NNC(=O)c1sccc1OCc1cccc(C(F)(F)F)c1 | 14% | 1.0% | -2% | 4% | 8%
CNC(=O)c1cc(NC(=O)CCn2nc(-c3ccccc3)c3ccccc3c2=O)ccc1OC | -4% | 6.0% | -11% | 8% | -53%
Cn1nc(C(=O)NC2CCCc3ccccc32)ccc1=O (centres undefined) | 63% | i | 10% | 9% | 8%
CCOC(=O)c1ccc(NC(=O)CNC(=O)c2ccco2)cc1 | 0% | 0.3% | -8% | -5% | 0%
O=C(CN1CC(c2ccccc2)CC1=O)OCc1cccc(Br)c1 (centres undefined) | 3% | 3.4% | 15% | 2% | 1%
O=C(CN1CCN(c2ccccc2F)CC1)c1ccc(O)c(O)c1 | 1% | i | 1% | -9% | 17%
CN(C)c1ccc(C(=O)OCC(=O)Nc2ccc(N3CCOCC3)cc2)cc1 | 7% | 4.1% | 8% | 9% | 3%
COc1ccc(S(=O)(=O)N(CC(=O)NC2CC3CCC2C3)c2ccccc2OC)cc1 (centres undefined) | 4% | 7.7% | 5% | -9% | 14%
CC1CCN(c2oc(-c3ccccc3Cl)nc2C#N)CC1 | 1% | 6.0% | 24% | 9% | -5%
COc1ccc(N=N/C(=C\O)C(=O)c2ccco2)cc1 | ? | 0.7% | i | 0% | -10%
CCCS(=O)(=O)NCCc1cc2cc(C)c(C)cc2[nH]c1=O | -6% | 5.0% | 2% | 2% | -4%
CCOC(=O)N1CCN(C(=O)c2ccc3[nH]c(C)c(C)c3c2)CC1 | -1% | 0.3% | -6% | -3% | .
CC(C)CN1C(=O)c2ccccc2C1(O)Cc1ccccc1 (centres undefined) | -7% | i | 2% | 5% | 1%
COc1ccc(CCNC(=O)c2cc(S(=O)(=O)N3CCCCCC3)ccc2OC)cc1OC | . | 6.5% | . | -8% | .
COc1cccc(/C=N/NC(=O)c2oc3nc(-c4ccccc4)cc(-c4ccco4)c3c2N)c1 | -2% | 13% | -1% | 0% | 7%
CCC(=O)Nc1ccc(C(=O)CSc2nnc(-c3ccc(O)cc3)n2CC2CCCO2)cc1OC (centres undefined) | -5% | 1.1% | -5% | -11% | -4%
CC1CCc2nc(NC(=O)CSc3nc4ccccc4o3)sc2C1 (centres undefined) | 8% | 2.2% | 64% | -10% | 11%

Part of the list above, tab-delimited.
structure	M. tuberculosis HTS	VEEV TC-83 Vero	M. tuberculosis	H1N1 NS1A inhibition	PhoP GFP inhibition
CC1CCc2nc(NC(=O)CSc3nc4ccccc4o3)sc2C1 (centres undefined)	8%	2.2%	64%	-10%	11%
COc1cccc(/C=N/NC(=O)c2oc3nc(-c4ccccc4)cc(-c4ccco4)c3c2N)c1	-2%	13%	-1%	0%	7%
COc1ccc(CCNC(=O)c2cc(S(=O)(=O)N3CCCCCC3)ccc2OC)cc1OC	.	6.5%	.	-8%	.

Continuation:
SMILES | M. tuberculosis HTS | VEEV TC-83 Vero | M. tuberculosis | H1N1 NS1A inhibition | PhoP GFP inhibition
O=C1C=C(c2ccccc2)C[C@H](c2cccs2)[C@H]1n1nnc([N+](=O)[O-])n1 | ? | 1.8% | ? | 8% | -3%
Nc1ccc2nc(SCc3cccc(F)c3)sc2c1 | 49% | 3.8% | 16% | 0% | 7%
Cc1cccc(NC(=O)CCN2CCC(C(N)=O)CC2)c1 | 3% | i | 14% | 17% | -3%
Cc1ccc(NC(=O)COC(=O)CCc2ccccc2)cc1S(=O)(=O)N1CCOCC1 | 7% | 0.6% | -3% | 0% | .
CCOc1ccccc1Nc1nnc(Cc2ccccc2Cl)c(=O)[nH]1 | 0% | 7.6% | -5% | -9% | -11%
O=C1CCCc2ccccc2N1Cc1c(Cl)cccc1Cl | 1% | 4.5% | 33% | 0% | 21%
COC(=O)c1ccc(NC(=O)CSc2nc3[nH]ncc3c(=O)[nH]2)cc1 | -1% | 0.0% | 9% | -2% | -5%
S=C(NCc1ccccc1)Nc1ccc(Cl)cc1 | 40% | 3.3% | ? | -3% | 3%
CCn1c(NC(=O)c2ccccc2F)c(-c2cccs2)c(=O)c2ccccc21 | 2% | 1.0% | 5% | -15% | -25%
O=C1NC(=Nc2ccccc2Cl)S/C1=C\c1cc([N+](=O)[O-])ccc1O | 3% | 0.4% | 25% | -2% | 3%
O=[N+]([O-])c1ccc(OCc2cccc(COc3ccc([N+](=O)[O-])cc3)n2)cc1 | -14% | i | 7% | -5% | -4%
CCCC1S/C(=N/N=C/c2ccc(OC)cc2)N(Cc2ccc(OC)cc2)C1=O (centres undefined) | -5% | i | 10% | 1% | -2%
O=C(NC(=S)Nc1ccc(N2CCOCC2)c(Cl)c1)C(c1ccccc1)c1ccccc1 | 13% | 4.3% | 36% | -4% | -7%
Cc1ccc(S(=O)(=O)N2CCOCC2)cc1C(=O)Nc1ccncc1 | -3% | 5.2% | -12% | -2% | .
O=C1CCc2cc(NS(=O)(=O)c3ccc(Br)cc3)cc3c2N1CC3 | 9% | 7.0% | -8% | -3% | 8%
CCOc1cc(/C=C(\C#N)c2nc(-c3cccs3)c(NC(C)=O)s2)ccc1O | 3% | 9.2% | 2% | 4% | -41%
O=C(NC1CCCCC1)c1cc([N+](=O)[O-])ccc1N1CCCC1 | -15% | 1.5% | 15% | 9% | -8%
C/C(=C\C(=O)c1ccc(C)o1)Nc1ccc(C(=O)O)cc1C | -6% | 1.2% | 4% | -8% | -5%
COc1ccc(-c2cc(C(F)(F)F)n3nc(C(=O)NCCCn4ccnc4)cc3n2)cc1 | -3% | 7.0% | -2% | -23% | 0%
Cc1ccc(C)c(Nc2ncnc(N)c2[N+](=O)[O-])c1 | -2% | i | -21% | -4% | -7%
COC(=O)C(C(C)C)N(Cc1cc(OC)cc(OC)c1)S(=O)(=O)CCl (centres undefined) | . | i | . | -7% | .
COc1ccc(-c2nc(CS(=O)(=O)CC(=O)NCc3cccc(OC)c3OC)c(C)o2)cc1 | 0% | 0.4% | 14% | 2% | -8%
CCN(CC)S(=O)(=O)c1ccc(OCC2CCCCO2)c([N+](=O)[O-])c1 (centres undefined) | 8% | 1.4% | 2% | -4% | -2%
CN1C(=O)C2ON(c3ccccc3)C(c3cccs3)C2C1=O (centres undefined) | -1% | 1.4% | 0% | -3% | 2%
COc1ccc(CSc2nc(C)cc(C)c2S(C)(=O)=O)cc1 | 5% | 2.8% | 26% | -22% | 0%
Cc1onc(-c2ccccc2)c1CNS(=O)(=O)c1ccccc1[N+](=O)[O-] | -2% | 0.6% | -7% | 3% | 11%
O=[N+]([O-])c1cc(S(=O)(=O)Nc2cccc(Cl)c2)ccc1N/N=C/c1ccc(N2CCOCC2)cc1 | 11% | 2.1% | 0% | -2% | 6%
CN(C)CCN(C(=O)c1ccc2ccccc2c1)c1nc2c(F)cc(F)cc2s1 | 3% | 0.3% | 6% | 0% | 4%
NCCc1ccc(O)c(O)c1 | -5% | i | 11% | 2% | 4%&-2%
S=C(NCCCN1CCN(CCCNC(=S)NC2CCCCC2)CC1)NC1CCCCC1 | . | 2.0% | . | 1% | .
Cc1cccc(N2CCN(Cc3cc(=O)n4ccsc4n3)CC2)c1C | -4% | 2.6% | 11% | 0% | -4%
CCN(CC)c1ccc(CN(C)CCc2ccc(OC)c(OC)c2)cc1 | -7% | i | 12% | 6% | 2%
O=C(NCc1ccccc1Cl)C1CCC(CNc2nc(=S)[nH]c3ccccc23)CC1 (centres undefined) | 22% | i | 0% | -2% | -4%
NC(=O)c1oc2ccccc2c1NC(=O)Cc1ccccc1 | 6% | 1.1% | -26% | -10% | -2%
O=C1CCCN1CCCNCC(=O)N1c2ccccc2Sc2ccccc21 | 1% | 0.5% | -5% | 7% | -1%
O=c1c2c3c(sc2ncn1/N=C/c1ccc(Br)o1)CCCC3 | -9% | 1.8% | -33% | 2% | -6%
O=C(c1cccs1)N1CCN=C1SCc1ccc(Cl)cc1 | 0% | 0.4% | 42% | 2% | -13%
CN(Cc1ccccc1)S(=O)(=O)c1cn(C)cn1 | 7% | i | -6% | 0% | 0%
Clc1ccc(Nc2ccc(NCc3ccccc3)nn2)cc1 | 14% | 0.4% | 63% | -2% | 101µM*
COc1ccc(NS(=O)(=O)c2ccc(C(=O)Nc3c(C)n(C)n(-c4ccccc4)c3=O)cc2)cc1 | -3% | i | -7% | 4% | .
COC(=O)c1ccc(C(=O)N2CCCC(CNC(=O)c3ccc(F)cc3)C2)cc1 (centres undefined) | 1% | 0.4% | 7% | -7% | -3%
COc1ccccc1OCCC(=O)OCC(=O)Nc1ccc2c(c1)OCCO2 | -4% | 1.3% | 21% | 0% | .
CCOP(=O)(/C=C(\Cl)c1ccccc1)C(O)c1ccc(F)cc1 (centres undefined) | 2% | 3.0% | -18% | -1% | 1%
COc1ccc(C(=O)N2CCN(Cc3ccc4c(c3)OCO4)CC2)cc1[N+](=O)[O-] | -7% | i | 60% | 0% | -8%
COc1cc(/C=N/NC(=O)c2cccnc2)ccc1OC(=O)c1ccco1 | -3% | 0.0% | -3% | -2% | 12%
Cc1ccc(-c2csc(-c3cc(C)on3)n2)cc1 | 0% | i | -2% | -1% | -5%
COCCN1CN(S(=O)(=O)c2cccc(Cl)c2)c2nc3ccccc3nc21 | 2% | 5.7% | 20% | 10% | -5%
CN1CCN(c2ccc(-c3ccnn3C(=O)Nc3cccc(C(F)(F)F)c3)cc2)CC1 | 6% | i | -5% | -2% | -4%
Cn1c(=O)n(C/C=C/c2ccccc2)c(=O)c2c1nc1n2CCCN1Cc1ccccc1 | 14% | i | 33% | 14% | 15%
COc1ccccc1NC(=O)/C=C1\SCC(=O)N1C | 2% | i | -18% | 3% | 2%

Looked up by structure from the entries so far:
SMILES | M. tuberculosis HTS | VEEV TC-83 Vero | M. tuberculosis | H1N1 NS1A inhibition | PhoP GFP inhibition
O=C(c1cccs1)N1CCN=C1SCc1ccc(Cl)cc1 | 0% | 0.4% | 42% | 2% | -13%
O=C(CN1CC(c2ccccc2)CC1=O)OCc1cccc(Br)c1 (centres undefined) | 3% | 3.4% | 15% | 2% | 1%
O=C1NC(=Nc2ccccc2Cl)S/C1=C\c1cc([N+](=O)[O-])ccc1O | 3% | 0.4% | 25% | -2% | 3%

Other entries follow:
SMILES | M. tuberculosis HTS | VEEV TC-83 Vero | M. tuberculosis | H1N1 NS1A inhibition | PhoP GFP inhibition
COc1ccc(CCNC(=O)C2CC3Cn4c(nc5cc6ccccc6cc54)C3N2C)cc1 (centres undefined) | 0% | i | 11% | 11% | -10%
O=C(NCC(c1ccco1)N1CCOCC1)c1cccc(Cl)c1 (centres undefined) | -3% | 0.5% | -5% | -4% | -3%
COc1ccccc1N(C)S(=O)(=O)c1ccc(C(=O)NC2=NCCS2)cc1 | -7% | 1.4% | -10% | -1% | 11%
CCN(CC)CCNC(=O)c1ccc(NC(=O)c2c(F)cccc2Cl)cc1 | -1% | 1.3% | 8% | 7% | 6%
CCS(=O)(=O)N1CCN(C(=O)c2ccc(-c3ccccc3)cc2)CC1 | -10% | i | . | 4% | 0%
COc1ccc(OC)c(CN2CCCCCC2)c1 | -4% | 0.2% | 12% | 1% | 0%
CCn1c(CCC(=O)Nc2ccccc2F)nnc1SCC(=O)Nc1ccc(OC)cc1 | -9% | 1.7% | -5% | -4% | -5%
COc1ccccc1N1CCN(C(=O)c2cc3ccccc3[nH]2)CC1 | 10% | 1.9% | 27% | 1% | 4%
Cc1cccc(NC(=O)CNC(=O)CSc2ncccn2)c1C | -4% | 0.2% | 3% | -20% | .
CN(CC(=O)Nc1ccc(F)c(F)c1F)c1ncnc2sccc12 | 1% | 0.2% | 1% | 2% | -4%
CN(C(=O)COC(=O)c1ccc2c(=O)n3c(nc2c1)CCC3)c1ccccc1 | 1% | 0.3% | -3% | -4% | -2%
O=C1CSc2ccc(S(=O)(=O)N3CCN(c4ccccc4F)CC3)cc2N1 | 11% | i | 4% | 11% | 2%
O=C(NN=Cc1ccc(N(CCCl)CCCl)cc1)c1cc(=O)[nH]c(=O)[nH]1 | . | 1.7% | . | -26% | .
CCOC(=O)C1=C(c2ccccc2)NC(SCC(=O)Nc2cccc(C)c2)=C(C#N)C1c1ccco1 (centres undefined) | -3% | 8.7% | -3% | 2% | 12%

Compound activity as filed in PubChem BioAssay.

This is a random part of the collection. Share with any hit: about 1.6%.
